# ERK EGF inh – inhibitors of EGF-stimulated ERK signaling pathway | HEK293-V1b, EGF-stimulated phospho-ERK AlphaScreen | Potency, µM (series often up to 11.5 µM), without a hit: top-dose activity change, negative = inhibition, usual class: inhibitors | actives 0.41% (n = 130,000) | AID 1454; active = well fitted inhibition curve with a large enough effect; inconclusive = small, poorly fitted or top-dose-only effect, or effect the other way;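 also: plate controls were stimulated vehicle wells for no effect and unstimulated vehicle basal for full effect; nearly all actives have a fitted effect of over 55% in size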
#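 Homogeneous cell-based phospho-ERK assay: HEK293/V1b cells in 1% FBS, compound 30 min then EGF 5 min, AlphaScreen luminescence. Activity normalized between DMSO and 25 nM EGF controls; AC50 from Hill modelling.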
# Starred values were filed as active, the others as inactive; ? = inconclusive; [ ] = remark or other dose. Potency is read from the fitted curve at half-maximal effect. Some of the compounds tested (hit frequency here may not be typical).
SMILES,ERK EGF inh
CCC(C)(C)NC(=O)c1cc([N+](=O)[O-])ccc1N1CCCCC1,1%
O=C(CSc1n[nH]c(=O)n1-c1ccccc1)Nc1ccccc1,2%[57.5 µM]
CCN(CC)S(=O)(=O)c1ccc(N/N=C/c2cc(OC)c(OC)cc2OC)nc1,2%
COc1ccc(S(=O)(=O)Nc2cccc(SC)c2)cc1OC,1%
O=C(NC1CC1)C1=C[C@H](c2ccc3c(c2)OCO3)C[C@H](OCc2ccc(CO)cc2)O1,8%[57.5 µM]
CC12CCC(C(=O)N(CC(=O)O)C1=O)C2(C)C (stereo not drawn),-2%
CCOC(=O)C1=C(CS(=O)(=O)c2ccccc2)NC(=O)NC1c1ccc(O)c(OC)c1 (stereo not drawn),-18%[57.5 µM]
Cc1cccc(C)c1NC(=S)N(CCN(C)C)C(C)c1cccnc1 (stereo not drawn),11%
Nc1cc2sc(-c3ccc(C(=O)O)cc3)nc2cc1Cl,1%
CC(NC(=O)C(=O)NN=C1CCCC1)c1ccccc1 (stereo not drawn),2%
Cc1ccc(C(=O)NN2C(=O)CSC2=S)cc1,5%
CCOC(=O)c1c(-n2cnnn2)sc2c1CCCC2,11%[57.5 µM]
Cc1ccc(OCC(=O)N/N=C2/SCC(=O)N2Cc2ccco2)cc1,6%
Cc1ccc(S(=O)(=O)N(C(=O)c2ccncc2)c2ccc(OC(=O)c3ccncc3)c3ccccc23)cc1,4%
COc1ccccc1/C=C(/CC(=O)NCc1ccc(F)cc1)c1nc2ccccc2s1,-3%
COc1ccccc1OCC(=O)NNC(=O)c1ccoc1C,7%
O=C(/C=C/c1cccs1)NC(=S)Nc1ccc(C(=O)O)cc1,-8%[57.5 µM]
O=C(NN1C(=O)c2ccccc2NC1c1ccccn1)c1ccccc1 (stereo not drawn),-1%
O=C(c1cccs1)N1CCN=C1SCc1cccc(F)c1,-3%[57.5 µM]
O=c1c(O)cc(C2Oc3cc(O)cc(O)c3CC2O)cc2c(C3Oc4cc(O)cc(O)c4CC3O)cc(O)c(O)c12 (stereo not drawn),26%
Cn1nnc(NC(=O)c2ccc3ccccc3c2)n1,3%
COCC(=O)Nc1ccccc1Br,6%
CC1=NNC(=O)C1CC(=O)N/N=C(\C)c1ccco1 (stereo not drawn),1%
O=C(Cc1cccc2ccccc12)N1CC[C@@]2(O)CCCC[C@H]2C1,?
Oc1ccccc1CNc1ccc(OC(F)(F)F)cc1,-18%

# Three entries out of the list, sorted by length of the SMILES, falling:
SMILES,ERK EGF inh
COc1ccc(S(=O)(=O)Nc2cccc(SC)c2)cc1OC,1%
O=C(c1cccs1)N1CCN=C1SCc1cccc(F)c1,-3%[57.5 µM]
Cc1ccc(C(=O)NN2C(=O)CSC2=S)cc1,5%

# (cont.)
SMILES,ERK EGF inh
Fc1ccc(-c2[nH]ncc2CN2CCN(c3ccc(F)cc3)CC2)cc1,-8%[57.5 µM]
CN(C)c1nc(SCC(=O)Nc2ccccc2)nc(N2CCOCC2)n1,-7%
Cc1oc(C(C)(C)C)cc1C(=O)NC1CCN(Cc2ccccc2)CC1,-12%[57.5 µM]
COc1ccccc1NC(=O)COc1ccc(C(=O)OCC(=O)NC(C)(C)C)cc1OC,-9%
COc1ccc(N=Cc2c(O)c3ccccc3oc2=O)cc1,2%
O=C(CSc1ncccn1)N/N=C/c1cccc([N+](=O)[O-])c1,12%
CCOC(=O)c1cnn(Cc2ccccc2)c1N,-1%
O=C(CSc1nc2ccc(NC(=O)CSc3nnnn3-c3ccccc3)cc2s1)Nc1ccccc1,-5%
CN(C)/C=C/C(=O)/C=C/c1ccc(Cl)cc1,-2%
Cc1c(C(=O)Nc2nnc(SCc3ccccc3Cl)s2)cccc1[N+](=O)[O-],2%
Cc1ccc(CNc2ccc(S(=O)(=O)N3CCOCC3)cc2[N+](=O)[O-])cc1,-4%
O=c1[nH]c(/C=C/c2ccc(OC(F)F)cc2)nc2c1cnn2-c1ccccc1,-9%
O=C(COC(=O)c1ccc[nH]c1=O)NC1CCCc2ccccc21 (stereo not drawn),1%[57.5 µM]
O=C(NCc1ccco1)C(=O)N1CCCC1,2%
COc1ccc(OCCNC2CCCC2)cc1,3%
COc1ccccc1/C=N/NC(=O)C(=O)N1CCN(c2ccccc2OC)CC1,-2%
CCOC(=O)C1CCN(C(=O)c2cn(C)c(=O)c3cc(OC)c(OC)cc23)CC1,-3%
Cc1cccc2cc(/C=N/NC(=O)CN3CCCCC3)c(Cl)nc12,-4%
CC1=CC(=O)C=C(C)C1=NOc1ccc([N+](=O)[O-])cc1,-4%
Cn1c(NC(=O)/C=C/c2ccco2)cc(=O)n(C)c1=O,9%
C=CCC1(Cl)C(=O)C(Cl)=C(N2CCOCC2)C1(OC)OC (stereo not drawn),-6%[57.5 µM]
O=C(NNC(=S)Nc1ccccc1)c1ccc(O)cc1,-6%[57.5 µM]
CCOC(=O)c1cn2nc(N3CCCCC3)ccc2n1,-10%[57.5 µM]
O=c1[nH]nc(CNc2ccc(OC(F)(F)F)cc2)c2ccccc12,-3%
COCCNC(=O)/C(C#N)=C/c1c(N2CC(C)OC(C)C2)nc2ccccn2c1=O (stereo not drawn),6%
# The results go on:
SMILES,ERK EGF inh
COc1ccc(C(=O)N2CCC3(CCN(C(=O)Nc4ccccc4)CC3)CC2)cc1,12%
O=C(N/N=C1\SCC(=O)N1CCc1ccccc1)c1cccs1,-7%
CN1CCN(C(=O)CCN2C(=O)S/C(=C/c3ccc(Cl)cc3)C2=O)CC1,-5%
Cc1nn(C)cc1/C=N/NC(=O)Cn1nnc(N)n1,-10%[57.5 µM]
Cc1ccccc1OCCCCn1c(CO)nc2ccccc21,4%
COc1ccccc1NC(=O)c1cc(C(=O)Nc2ccccc2OC)cc(N2C(=O)CCC2=O)c1,7%
Cc1cc(=O)nc2c3ccccc3n(C(C)C(=O)NCCC(C)C)n12 (stereo not drawn),10%[57.5 µM]
CC(=O)Nc1cccc(OCC(=O)/C=C2\N(C)c3ccccc3C2(C)C)c1,?
COc1ccc2c(c1)sc(=N)n2CC(=O)Nc1cc(C)cc(C)c1,8%
CCOc1ccc(NC(=O)CC)cc1,7%
COC(=O)c1sccc1NC(=O)Nc1cccc(C(C)=O)c1,2%
CCOC(=O)N1CCC(N(CCN(C)C)C(=S)Nc2ccc(OCC)cc2)CC1,3%
Cn1c(SCC(=O)NCC2CCCO2)nnc1-c1cccc(NC(=O)c2ccccc2F)c1 (stereo not drawn),23%
O=C(CCN1C(=O)c2cccc3cccc(c23)C1=O)NCc1cccnc1,0%
CCCN1C(=O)c2ccccc2NC1c1ccc(C)cc1 (stereo not drawn),-7%
CCOc1ccc(/C=C/C(=O)Nc2ccc3[nH]c(=O)[nH]c3c2)cc1,0%
CC1(OC(=O)C2CCCC2)C(=O)C=C2C=C(C3CC3)OC=C2C1=O (stereo not drawn),-1%
Cn1cc(C(=O)NCc2cccnc2)c(=O)c2cc(S(=O)(=O)N3CCCCCC3)ccc21,-1%
COc1ccc(-c2nnnn2C(C)C)cc1,8%[57.5 µM]
O=C(c1ccc(Cl)cc1)N1CCN(c2ccnc3cc(Cl)ccc23)CC1,?
COCCNC(=O)CN(C(=O)CCC(=O)Nc1ccccn1)c1ccccc1F,-2%
Cc1ccccc1NC(=O)OCCN1CCN(Cc2ccccc2)CCC1=O,-5%
CCOCCCNC(=O)c1ccc(Cn2c(=O)[nH]c3ccsc3c2=O)cc1,1%
COc1cccc(/C=C/C2=CC(C)(C)NC(=S)N2)c1,1%
O=S(=O)(c1ccc(NC(=S)N/N=C/c2ccc(Oc3ccccc3)cc2)cc1)N1CCOCC1,-5%

# 2 records drawn at random from the list so far:
SMILES,ERK EGF inh
CN1CCN(C(=O)CCN2C(=O)S/C(=C/c3ccc(Cl)cc3)C2=O)CC1,-5%
Cc1cc(=O)nc2c3ccccc3n(C(C)C(=O)NCCC(C)C)n12 (stereo not drawn),10%[57.5 µM]

# (list continues)
SMILES,ERK EGF inh
COc1ccc(C(=O)N/N=C/c2ccc(OC(=O)c3cccs3)cc2)cc1,2%
Cc1ccc(C(=O)/C=C\C(=O)c2ccc(C)cc2)cc1,11%
O=C(OCC(=O)c1c[nH]c2ccccc12)c1cc(Br)ccc1O,1%
Cc1cc(C)c(C)c(OCCCOc2cccc3cccnc23)c1,?
N#Cc1c(-c2ccccc2)nc(SCC(=O)N(c2ccccc2)c2ccccc2)[nH]c1=O,4%
CC1(C)CC(NC(=O)c2ccccn2)CC(C)(C)N1O,-23%
Nc1ccccc1-c1n[nH]c(=S)s1,-3%
Cc1cccc(-c2nnc(SCC(=O)Nc3ncccn3)n2C)c1,1%
O=S(=O)(c1ccccc1)N1CCC2(CCN(Cc3nccs3)CC2)CC1,-6%
CNC(=O)NNC(=O)c1nc(-c2ccccc2)c(C)o1,1%[57.5 µM]
CS(=O)(=O)Nc1cccc(C2=NN(S(=O)(=O)c3ccccc3)C(c3ccco3)C2)c1 (stereo not drawn),-6%
Cc1[nH]c2ccccc2c1/C=C/C(=O)c1ccncc1,-4%[57.5 µM]
CCC(=O)Oc1ccc(C(=O)Nc2cccc(C(=O)NC(C)(C)C)c2)cc1,-3%
COc1ccc(CCNC(=O)/C(=C/c2cccnc2)NC(=O)c2ccccc2)cc1OC,8%
COC(=O)c1ccc(Cn2nc(C)c([N+](=O)[O-])c2C)o1,7%
O=C(COC(=O)/C=C/c1ccccc1Cl)NCc1ccco1,0%
Cn1c(=O)[nH]c(=O)c2c1nc(N1CCCCCC1)n2CCSc1nc2ccccc2o1,4%[57.5 µM]
N#Cc1ccc(CSc2nnc(-c3ccncc3)o2)cc1,-2%
COc1ccc(CC(=O)Nc2ccc(C(=O)Nc3ccccc3C(=O)O)cc2)cc1OC,?
CC(C)C[C@@H](CC(=O)N[C@@H](CCC(=O)O)CC(=O)O)NC(=O)[C@@H]1CCCC[C@H]1NC(=O)C[C@H](CCCN)NC(=O)C[C@H](Cc1ccccc1)NC(=O)[C@@H]1CCCC[C@H]1N,-12%
COc1ccc(-n2c(C)cc(/C=C3\C(=O)NN(c4ccccc4)C3=O)c2C)cc1,7%
COCc1cc(C)nc(SCC[N+](C)(C)CC(=O)c2ccccc2)c1C#N,?
COc1ccccc1CC(=O)Nc1ccc2c(c1)C(=O)NC2=O,-8%
CC(C)(C)N1CCC1CN (stereo not drawn),-3%[57.5 µM]
N#Cc1ccccc1NC(=O)COC(=O)CCc1ccc(S(=O)(=O)N2CCCCC2)cc1,9%

# Overlap with the part before: seven compounds; new compounds follow.
SMILES,ERK EGF inh
COc1ccc(CC(=O)Nc2ccc(C(=O)Nc3ccccc3C(=O)O)cc2)cc1OC,?
CC(C)C[C@@H](CC(=O)N[C@@H](CCC(=O)O)CC(=O)O)NC(=O)[C@@H]1CCCC[C@H]1NC(=O)C[C@H](CCCN)NC(=O)C[C@H](Cc1ccccc1)NC(=O)[C@@H]1CCCC[C@H]1N,-12%
COc1ccc(-n2c(C)cc(/C=C3\C(=O)NN(c4ccccc4)C3=O)c2C)cc1,7%
COCc1cc(C)nc(SCC[N+](C)(C)CC(=O)c2ccccc2)c1C#N,?
COc1ccccc1CC(=O)Nc1ccc2c(c1)C(=O)NC2=O,-8%
CC(C)(C)N1CCC1CN (stereo not drawn),-3%[57.5 µM]
N#Cc1ccccc1NC(=O)COC(=O)CCc1ccc(S(=O)(=O)N2CCCCC2)cc1,9%
Nc1nnc(CC(=O)N/N=C\c2ccc(-c3cccc(Cl)c3)o2)s1,-1%[57.5 µM]
CC(=O)c1c(C)[nH]c(-c2ccccc2)c1C,9%
COc1ccc(CCNS(=O)(=O)c2ccc(C3CNC(=O)C3)cc2)cc1OC (stereo not drawn),2%
OCCN1CCN(C(=S)Nc2ccc(Oc3ccccc3)cc2)CC1,-7%
COc1ccc(CNC(=O)COC(=O)/C=C/c2ccco2)cc1,-1%
Cc1ccc(SCc2c(C(=O)N/N=C/C3CC=CCC3)nnn2-c2nonc2N)cc1 (stereo not drawn),-6%[57.5 µM]
O=C(NCCN1CCOCC1)c1sc2ccccc2c1Cl,-2%
COc1ccc(CN2C(=O)CS/C2=N/N=C/c2cccs2)cc1,-8%[57.5 µM]
CCNC(=S)Nc1cc(OCC)c(NC(=O)c2cccs2)cc1OCC,2%
CCn1c(SCC(=O)NCc2ccccc2)nc2nc3c(cc2c1=O)CCCC3,0%
COc1ccc(-c2nnc(Nc3nc4c(OC)cccc4s3)o2)c(OC)c1,6%
O=C(NCc1ccccc1)c1onc(CSc2ccc(Cl)cc2)c1C(=O)NCc1ccccc1,7%[57.5 µM]
COC(=O)[C@@H]1C[C@@H]2CC[C@@H](O)C[C@@H]2N1Cc1ccc(C)s1,1%
O=C(/C=C/c1ccccc1)N1CCN(S(=O)(=O)c2ccc(F)cc2)CC1,5%[57.5 µM]
CCO[C@H]1OC(C(=O)N2CCN(Cc3ccc4c(c3)OCO4)CC2)=C[C@@H](C(C)(C)C)[C@@H]1CCCO,-9%[57.5 µM]
COCCOC(=O)C1=C(C)Nc2cc(=O)[nH]c(=O)n2C1c1cccc([N+](=O)[O-])c1 (stereo not drawn),12%
FC(F)(F)c1cccc(-c2ccn3ncnc3n2)c1,3%
CC(C)C/C=C1\CCc2c([nH]c3ccccc23)C1=O,1%
COc1ccccc1-c1cc(NCc2cccnc2)ncn1,16%
Cc1nc2c(c(C)nn2-c2ccccc2)c(C)c1Cl,0%
O=C(CSc1cccc[n+]1[O-])c1cccs1,8%
CCOC(=O)NC(=O)c1cn(Nc2ncc(Cl)cc2C(F)(F)F)c(=O)[nH]c1=O,-6%[57.5 µM]
CCc1ccccc1N/C(=N\S(=O)(=O)c1ccccc1)C(F)(F)F,-2%
Cn1cccc1Cc1nnc(SCC(N)=O)n1-c1ccc(F)cc1,7%
Cc1cccc(NC(=O)c2n[nH]c([N+](=O)[O-])c2Br)c1C,-4%
COc1ccc(CNC(=O)CNS(=O)(=O)c2ccc(Cl)cc2)cc1,7%
Cc1c(-c2ccccc2)[nH]n2c(=O)c3c(nc12)CCCC3,8%
CN(C)CCN1C(=O)C2C3C=CC(C3)C2C1=O (stereo not drawn),-4%
Cc1[nH]c2ccccc2c1C(=O)CSc1nc2ncc(Cl)cc2[nH]1,-9%

# From PubChem
